NSD2 block: inhibitors of human NSD2 methyltransferase. O96028. inhibition, % at 12.5 µM. NSD2-SET H3K36me1 DELFIA fluorescence, biochemical. hit rate 0.07% among 44,000; in the data active = inhibition above about 54%, passing the limit was not always enough;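 note: inhibitors reduce the monomethyl H3K36 fluorescence signal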
Target sequence (O96028 whole entry, looked up): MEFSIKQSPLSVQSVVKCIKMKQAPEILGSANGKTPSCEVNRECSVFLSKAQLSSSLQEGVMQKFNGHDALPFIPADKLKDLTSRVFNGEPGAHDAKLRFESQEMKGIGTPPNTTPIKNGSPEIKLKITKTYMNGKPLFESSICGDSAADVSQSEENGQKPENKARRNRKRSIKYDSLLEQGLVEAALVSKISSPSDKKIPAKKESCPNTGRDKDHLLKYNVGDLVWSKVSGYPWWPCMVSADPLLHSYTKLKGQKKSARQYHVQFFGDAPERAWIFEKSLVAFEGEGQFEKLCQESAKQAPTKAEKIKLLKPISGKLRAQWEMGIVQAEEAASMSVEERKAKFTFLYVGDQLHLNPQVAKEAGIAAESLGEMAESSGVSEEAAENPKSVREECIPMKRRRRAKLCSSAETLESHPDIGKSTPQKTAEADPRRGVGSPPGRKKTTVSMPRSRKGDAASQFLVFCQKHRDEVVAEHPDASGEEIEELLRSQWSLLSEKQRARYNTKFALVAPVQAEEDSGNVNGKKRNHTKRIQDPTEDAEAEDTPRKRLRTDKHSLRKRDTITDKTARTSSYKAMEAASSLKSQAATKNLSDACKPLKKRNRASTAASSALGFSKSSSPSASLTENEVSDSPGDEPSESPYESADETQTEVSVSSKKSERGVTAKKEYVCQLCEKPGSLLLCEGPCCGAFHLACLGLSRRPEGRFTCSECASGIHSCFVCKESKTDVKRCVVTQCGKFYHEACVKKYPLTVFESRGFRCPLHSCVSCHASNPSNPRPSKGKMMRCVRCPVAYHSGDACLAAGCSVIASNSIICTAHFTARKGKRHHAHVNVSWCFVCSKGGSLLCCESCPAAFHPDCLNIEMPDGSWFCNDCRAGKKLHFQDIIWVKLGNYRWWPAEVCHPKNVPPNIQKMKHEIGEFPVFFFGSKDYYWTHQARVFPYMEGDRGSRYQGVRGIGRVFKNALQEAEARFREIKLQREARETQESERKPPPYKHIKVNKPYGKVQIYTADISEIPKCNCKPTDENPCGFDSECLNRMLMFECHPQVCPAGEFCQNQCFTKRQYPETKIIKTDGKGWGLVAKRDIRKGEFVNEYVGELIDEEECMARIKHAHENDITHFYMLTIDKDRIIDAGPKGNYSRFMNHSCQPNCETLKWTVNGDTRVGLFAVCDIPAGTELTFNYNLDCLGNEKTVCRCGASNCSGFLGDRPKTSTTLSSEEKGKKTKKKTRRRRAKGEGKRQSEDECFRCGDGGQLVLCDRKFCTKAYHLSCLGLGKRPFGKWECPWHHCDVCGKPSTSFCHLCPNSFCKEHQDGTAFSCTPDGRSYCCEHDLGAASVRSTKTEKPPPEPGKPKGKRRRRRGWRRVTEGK
Numbers without * were called inactive. This is a subset; rates above refer to the full screens.

molecule: COc1cccc(-c2cnc3c(c2)C(=O)N([C@H](C)CO)C[C@H](C)[C@H](CN(C)C(C)=O)O3)c1
  NSD2 block = -7

molecule: C[C@H]1CN([C@@H](C)CO)C(=O)c2cc(NS(=O)(=O)c3cccs3)ccc2O[C@@H]1CN(C)Cc1ccc(-c2ccccc2)cc1
  NSD2 block = -4

molecule: C[C@H](CO)N1C[C@H](C)[C@H](CN(C)S(=O)(=O)c2cccc(F)c2)Oc2ncc(C#CC(C)(C)O)cc2C1=O
  NSD2 block = 2

molecule: C[C@@H]1CN([C@@H](C)CO)S(=O)(=O)c2ccc(C#CC(C)(C)O)cc2O[C@H]1CN(C)C(=O)C1CCC1
  NSD2 block = 0

molecule: C[C@H](CO)N1C[C@H](C)[C@H](CN(C)S(=O)(=O)c2ccc(F)cc2)Oc2ccc(NS(C)(=O)=O)cc2C1=O
  NSD2 block = 5

molecule: Cc1noc(C)c1NC(=O)N(C)C[C@@H]1Oc2ccc(NS(=O)(=O)c3cccs3)cc2CC(=O)N([C@@H](C)CO)C[C@H]1C
  NSD2 block = -2

molecule: C[C@H](CO)N1C[C@H](C)[C@H](CN(C)S(=O)(=O)c2ccc(F)cc2)Oc2ncc(-c3cc4ccccc4o3)cc2C1=O
  NSD2 block = 4

molecule: Cc1noc(C)c1NC(=O)Nc1ccc2c(c1)CC(=O)N([C@@H](C)CO)C[C@H](C)[C@H](CN(C)S(=O)(=O)c1c(C)noc1C)O2
  NSD2 block = 4

molecule: C[C@H](CO)N1C[C@H](C)[C@@H](CN(C)Cc2ccc(-c3ccccc3)cc2)Oc2ccc(NS(=O)(=O)c3ccccc3)cc2CC1=O
  NSD2 block = -6

molecule: C[C@H]1CCCCO[C@H](CN(C)S(=O)(=O)c2cn(C)cn2)[C@@H](C)CN([C@@H](C)CO)C(=O)c2cc(NS(C)(=O)=O)ccc2O1
  NSD2 block = 11

molecule: COc1cc(/C=C/C=O)cc(OC)c1O
  NSD2 block = 3

molecule: C[C@@H]1CN([C@H](C)CO)C(=O)c2cc(-c3cncnc3)cnc2O[C@@H]1CN(C)C(=O)c1ccccc1F
  NSD2 block = 1

molecule: Cc1ccc(S(=O)(=O)Nc2ccc3c(c2)C(=O)N([C@@H](C)CO)C[C@H](C)[C@@H](CN(C)Cc2ccc(Cl)c(Cl)c2)OCCCC[C@@H](C)O3)cc1
  NSD2 block = -1

molecule: C[C@@H]1CCCCO[C@H](CN(C)S(=O)(=O)c2cn(C)cn2)[C@@H](C)CN([C@@H](C)CO)C(=O)c2cc(NS(C)(=O)=O)ccc2O1
  NSD2 block = 0

molecule: C[C@H]1CN([C@@H](C)CO)C(=O)Cc2cc(NC(=O)Nc3ccc4c(c3)OCO4)ccc2O[C@H]1CN(C)S(C)(=O)=O
  NSD2 block = 0

molecule: C[C@@H]1CN([C@H](C)CO)C(=O)c2cc(NC(=O)CCN3CCOCC3)ccc2O[C@H]1CN(C)S(=O)(=O)c1cn(C)cn1
  NSD2 block = -1

molecule: C[C@@H]1CN([C@@H](C)CO)C(=O)Cc2cc(NC(=O)C3CC3)ccc2O[C@H]1CN(C)Cc1ccc(Oc2ccccc2)cc1
  NSD2 block = -1

molecule: Clc1ccccc1CNCC1CCC(CNCc2ccccc2Cl)CC1 (stereo not given)
  NSD2 block = 4

molecule: Cc1ccc(S(=O)(=O)N(C)C[C@H]2Oc3ccc(NC(=O)C4CC4)cc3C(=O)N([C@H](C)CO)C[C@H]2C)cc1
  NSD2 block = 3

molecule: C[C@@H]1CN([C@H](C)CO)C(=O)Cc2cc(NS(C)(=O)=O)ccc2O[C@H]1CN(C)Cc1ccc(-c2ccccc2)cc1
  NSD2 block = -10

molecule: C[C@H]1CN([C@@H](C)CO)C(=O)c2cc(NC(=O)Nc3ccc4c(c3)OCO4)ccc2O[C@@H]1CN(C)Cc1ccc(C(=O)O)cc1
  NSD2 block = 0

molecule: C[C@H](CO)N1C[C@H](C)[C@@H](CN(C)Cc2ccc(Oc3ccccc3)cc2)Oc2ccc(NC(=O)C3CCCCC3)cc2CC1=O
  NSD2 block = 2

molecule: COc1ccccc1-c1cnc2c(c1)C(=O)N([C@@H](C)CO)C[C@@H](C)[C@H](CN(C)Cc1ccc(F)cc1)O2
  NSD2 block = 24

molecule: CN1C2CCC1CC(OC(=O)c1c[nH]c3ccccc13)C2 (stereo not given)
  NSD2 block = 3

molecule: C[C@@H]1CN([C@H](C)CO)C(=O)c2cccc(NC(=O)c3cnccn3)c2O[C@@H]1CN(C)C(=O)Nc1ccccc1
  NSD2 block = 1

molecule: COCCOC(=O)N1C(=O)[C@@]2(c3cc(C#CC4=CCCCC4)ccc31)[C@H](C(N)=O)[C@H]1C(=O)O[C@H](c3ccccc3)[C@H](c3ccccc3)N1[C@@H]2c1ccc(O)cc1
  NSD2 block = -12

molecule: COc1ccccc1S(=O)(=O)N(C)C[C@H]1OCc2ccccc2-c2c(n(C)c3ccccc23)C(=O)N([C@@H](C)CO)C[C@H]1C
  NSD2 block = -4

molecule: CCCC#Cc1cnc2c(c1)C(=O)N([C@@H](C)CO)C[C@@H](C)[C@@H](CN(C)C(=O)c1cccnc1)O2
  NSD2 block = 1

molecule: C[C@@H]1CCCCO[C@H](CN(C)C(=O)CCCN(C)C)[C@H](C)CN([C@H](C)CO)C(=O)c2cc(N(C)C)ccc2O1
  NSD2 block = -4

molecule: CC(C)NC(=O)N(C)C[C@@H]1Oc2ncc(C#CCc3ccccc3)cc2C(=O)N([C@H](C)CO)C[C@@H]1C
  NSD2 block = -15

Ordered by formula weight (rising): 11 of the compounds above.
molecule: CN1C2CCC1CC(OC(=O)c1c[nH]c3ccccc13)C2 (stereo not given)
  NSD2 block = 3

molecule: C[C@@H]1CN([C@H](C)CO)C(=O)c2cc(-c3cncnc3)cnc2O[C@@H]1CN(C)C(=O)c1ccccc1F
  NSD2 block = 1

molecule: C[C@H]1CN([C@@H](C)CO)C(=O)Cc2cc(NC(=O)Nc3ccc4c(c3)OCO4)ccc2O[C@H]1CN(C)S(C)(=O)=O
  NSD2 block = 0

molecule: C[C@H](CO)N1C[C@H](C)[C@H](CN(C)S(=O)(=O)c2ccc(F)cc2)Oc2ncc(-c3cc4ccccc4o3)cc2C1=O
  NSD2 block = 4

molecule: C[C@@H]1CN([C@@H](C)CO)C(=O)Cc2cc(NC(=O)C3CC3)ccc2O[C@H]1CN(C)Cc1ccc(Oc2ccccc2)cc1
  NSD2 block = -1

molecule: C[C@@H]1CN([C@H](C)CO)C(=O)c2cc(NC(=O)CCN3CCOCC3)ccc2O[C@H]1CN(C)S(=O)(=O)c1cn(C)cn1
  NSD2 block = -1

molecule: COc1ccccc1S(=O)(=O)N(C)C[C@H]1OCc2ccccc2-c2c(n(C)c3ccccc23)C(=O)N([C@@H](C)CO)C[C@H]1C
  NSD2 block = -4

molecule: Cc1noc(C)c1NC(=O)Nc1ccc2c(c1)CC(=O)N([C@@H](C)CO)C[C@H](C)[C@H](CN(C)S(=O)(=O)c1c(C)noc1C)O2
  NSD2 block = 4

molecule: C[C@@H]1CCCCO[C@H](CN(C)S(=O)(=O)c2cn(C)cn2)[C@@H](C)CN([C@@H](C)CO)C(=O)c2cc(NS(C)(=O)=O)ccc2O1
  NSD2 block = 0

molecule: Cc1ccc(S(=O)(=O)Nc2ccc3c(c2)C(=O)N([C@@H](C)CO)C[C@H](C)[C@@H](CN(C)Cc2ccc(Cl)c(Cl)c2)OCCCC[C@@H](C)O3)cc1
  NSD2 block = -1

molecule: COCCOC(=O)N1C(=O)[C@@]2(c3cc(C#CC4=CCCCC4)ccc31)[C@H](C(N)=O)[C@H]1C(=O)O[C@H](c3ccccc3)[C@H](c3ccccc3)N1[C@@H]2c1ccc(O)cc1
  NSD2 block = -12

(continued)
molecule: COc1ccc(S(=O)(=O)N(C)C[C@H]2OCCCC[C@@H](C)Oc3ccc(NS(=O)(=O)c4cn(C)cn4)cc3C(=O)N([C@H](C)CO)C[C@H]2C)cc1
  NSD2 block = 18

molecule: C[C@@H]1CN([C@H](C)CO)C(=O)Cc2cc(NC(=O)Cc3ccccc3)ccc2O[C@H]1CN(C)C(=O)Nc1ccc2c(c1)OCO2
  NSD2 block = 2

molecule: Cc1ccc(S(=O)(=O)Nc2ccc3c(c2)C(=O)N([C@@H](C)CO)C[C@@H](C)[C@H](CN(C)C(=O)C2CCCCC2)OCCCC[C@H](C)O3)cc1
  NSD2 block = 4

molecule: COCC(=O)N(C)C[C@H]1Oc2ncc(/C=C/c3ccccc3)cc2C(=O)N([C@@H](C)CO)C[C@@H]1C
  NSD2 block = -1

molecule: Cc1ccc(-c2ccc3c(c2)O[C@H](CN(C)C(=O)Nc2ccc(C(F)(F)F)cc2)[C@@H](C)CN([C@@H](C)CO)S3(=O)=O)cc1
  NSD2 block = -13

molecule: CC(=O)N(C)C[C@@H]1Oc2ncc(-c3ccc(F)cc3)cc2C(=O)N([C@@H](C)CO)C[C@H]1C
  NSD2 block = 15

molecule: CC(C)NC(=O)N[C@H]1CC[C@H](CC(=O)NCCCN(C)C)O[C@H]1CO
  NSD2 block = 5

molecule: C[C@@H]1CN([C@H](C)CO)C(=O)Cc2cc(NC(=O)C3CCCCC3)ccc2O[C@H]1CN(C)Cc1ccc(C(=O)O)cc1
  NSD2 block = 0

molecule: C[C@@H]1CN([C@H](C)CO)C(=O)c2cc(NC(=O)Nc3ccccc3)ccc2O[C@@H]1CN(C)S(=O)(=O)c1ccc(F)cc1
  NSD2 block = -2

molecule: Cc1noc(C)c1NC(=O)Nc1ccc2c(c1)C(=O)N([C@H](C)CO)C[C@@H](C)[C@H](CN(C)Cc1ccc(Oc3ccccc3)cc1)O2
  NSD2 block = -2

molecule: Cc1noc(C)c1NC(=O)N(C)C[C@H]1Oc2cc(C#CCN(C)C)ccc2S(=O)(=O)N([C@@H](C)CO)C[C@@H]1C
  NSD2 block = 2

molecule: C[C@H]1CN([C@@H](C)CO)C(=O)c2cccc(NC(=O)c3nc4ccccc4s3)c2O[C@@H]1CN(C)C(=O)Nc1ccccc1
  NSD2 block = 28

molecule: O=C(NO)c1cccc(C(=O)N/N=C/c2cccnc2Br)c1
  NSD2 block = -1

molecule: C[C@@H]1CN([C@H](C)CO)C(=O)c2cc(N(C)C)ccc2O[C@@H](C)CCCCO[C@H]1CN(C)C(=O)c1ccncc1
  NSD2 block = 3

molecule: C=CCC(c1cc(Cl)ccc1N)S(=O)(=O)c1ccc(C)cc1 (stereo not given)
  NSD2 block = -4

molecule: C[C@H]1CN([C@@H](C)CO)C(=O)c2cc(NS(=O)(=O)c3cccs3)ccc2O[C@H]1CN(C)Cc1ccc2c(c1)OCO2
  NSD2 block = -1

molecule: O=C(C[C@H]1C[C@H]2c3cc(NC(=O)NC4CCCC4)ccc3O[C@H]2[C@@H](CO)O1)NCCN1CCCCC1
  NSD2 block = 5

molecule: C[C@@H]1CN([C@H](C)CO)S(=O)(=O)c2ccc(C#CC(C)(C)O)cc2O[C@@H]1CN(C)C
  NSD2 block = 7

molecule: COc1cccc(C#Cc2cnc3c(c2)C(=O)N([C@@H](C)CO)C[C@H](C)[C@@H](CN(C)C)O3)c1
  NSD2 block = 14

molecule: CN(C)c1ccc2c(c1)[C@H]1C[C@H](CC(=O)NCc3ccccc3F)O[C@H](CO)[C@H]1O2
  NSD2 block = 1

molecule: COc1ccc(NC(=O)N(C)C[C@H]2OCc3cn(nn3)CCCC(=O)N([C@H](C)CO)C[C@H]2C)c(OC)c1
  NSD2 block = 1

molecule: C[C@@H]1CN([C@H](C)CO)C(=O)Cc2cc(NC(=O)CCCCCC(=O)Nc3ccccc3N)ccc2O[C@@H]1CN(C)S(=O)(=O)c1cn(C)cn1
  NSD2 block = 10

molecule: C[C@@H]1CN([C@H](C)CO)C(=O)c2cc(Br)cnc2O[C@H]1CN(C)Cc1ccc2c(c1)OCO2
  NSD2 block = 20

molecule: C[C@@H]1CCCCO[C@H](CN(C)C(=O)Nc2ccc(F)cc2)[C@@H](C)CN([C@H](C)CO)C(=O)c2cc(NS(=O)(=O)c3ccc(F)cc3)ccc2O1
  NSD2 block = 4

molecule: CCCC#Cc1ccc2c(c1)O[C@@H](CN(C)C(=O)c1ccncc1)[C@H](C)CN([C@H](C)CO)S2(=O)=O
  NSD2 block = 2

molecule: CC(C)NC(=O)N(C)C[C@H]1Oc2c(NC(=O)Nc3ccc(C(F)(F)F)cc3)cccc2C(=O)N([C@H](C)CO)C[C@@H]1C
  NSD2 block = 4

molecule: C[C@H](CO)N1C[C@H](C)[C@@H](CN(C)C(=O)CN(C)C)Oc2ncc(-c3ccccc3F)cc2C1=O
  NSD2 block = 2

molecule: C[C@H]1CN([C@@H](C)CO)C(=O)c2cc(NC(=O)C3CC3)ccc2O[C@H]1CN(C)Cc1ccc(Cl)c(Cl)c1
  NSD2 block = -6

molecule: Cc1ccc(S(=O)(=O)N(C)C[C@@H]2Oc3ccc(NC(=O)Nc4c(C)noc4C)cc3CC(=O)N([C@@H](C)CO)C[C@@H]2C)cc1
  NSD2 block = 5

molecule: CNC[C@H]1OCCCC[C@@H](C)Oc2ccc(N(C)C)cc2C(=O)N([C@H](C)CO)C[C@@H]1C
  NSD2 block = 3

molecule: COc1ccc(S(=O)(=O)Nc2ccc3c(c2)CC(=O)N([C@H](C)CO)C[C@@H](C)[C@@H](CN(C)C(=O)NC(C)C)O3)cc1
  NSD2 block = 1

molecule: CCN1CCN(C(=O)CSc2nc(-c3ccc(OC)c(OC)c3)cc(C(F)(F)F)n2)CC1
  NSD2 block = -4

molecule: CCC(=O)N(C)C[C@@H]1Oc2cc(C#Cc3ccncc3)ccc2S(=O)(=O)N([C@@H](C)CO)C[C@H]1C
  NSD2 block = -10

molecule: CCC(=O)N(C)C[C@H]1Oc2cc(-c3ccc(C)cc3)ccc2S(=O)(=O)N([C@H](C)CO)C[C@H]1C
  NSD2 block = -4

molecule: C[C@@H]1CN([C@@H](C)CO)C(=O)c2cccc(NC(=O)c3cnccn3)c2O[C@@H]1CN(C)S(=O)(=O)c1ccc(Cl)cc1
  NSD2 block = -1

molecule: C[C@@H]1CN([C@H](C)CO)C(=O)c2cccc(NS(=O)(=O)c3ccc(F)cc3)c2O[C@@H]1CN(C)Cc1ccc(Oc2ccccc2)cc1
  NSD2 block = -8

molecule: O=C(C[C@H]1C=C[C@@H](NS(=O)(=O)c2ccc(F)cc2)[C@H](CO)O1)NCc1ccncn1
  NSD2 block = 9
